# Screens (PubChem)
# TRPC6 activator – activators of mouse TRPC6 channel. actives 0.13% (n = 310,000). HEK293-TRPC6 membrane potential dye fluorescence; hits give high values. AID 2550. B-score at 10 µM;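 active means B-score of the integrated fluorescence ratio above library mean plus 3 SD, and starting fluorescence ratio within library mean plus 5 SD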;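 further: higher score means more depolarization so channel activation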
# TRPC4 agonist – TRPC4 (mouse) channel activation; Q9QUQ5; HEK293 TRPC4beta/mu-opioid, Fluo4 calcium fluorescence; hits give high values; B-score at 10 µM; actives 0.49% (n = 310,000); AID 2237;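 active means B-score above 5 SD of library B-scores, and initial fluorescence ratio not above library mean plus 5 SD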;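 further: positive B-score marks a calcium rise read as TRPC4 activation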
#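 System – HEK293 cells stably co-expressing mouse TRPC4beta and mu-opioid receptor · Signal – Fluo4 calcium-sensitive dye fluorescence, kinetic, 1 Hz baseline · Benchmarks – buffer (low) and maximal DAMGO (high) · Read-out – B score of integrated fluorescence ratio per well · Incubation – dye loading 45 min room temperature, 110 s kinetic read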
# MrgX1 ag – activates human MrgX1 receptor signaling; Q96LB2; MrgX1-HEK293 cells, Fluo-4 calcium fluorescence, agonist mode; hits give high values; B-score at 10 µM; actives 0.44% (n = 310,000); AID 588627;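 active means calcium response B-score plate-corrected fluorescence ratio at least 3 library SD, with starting fluorescence B-score inside 5 SD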
# Target sequence (Q96LB2 whole entry, looked up): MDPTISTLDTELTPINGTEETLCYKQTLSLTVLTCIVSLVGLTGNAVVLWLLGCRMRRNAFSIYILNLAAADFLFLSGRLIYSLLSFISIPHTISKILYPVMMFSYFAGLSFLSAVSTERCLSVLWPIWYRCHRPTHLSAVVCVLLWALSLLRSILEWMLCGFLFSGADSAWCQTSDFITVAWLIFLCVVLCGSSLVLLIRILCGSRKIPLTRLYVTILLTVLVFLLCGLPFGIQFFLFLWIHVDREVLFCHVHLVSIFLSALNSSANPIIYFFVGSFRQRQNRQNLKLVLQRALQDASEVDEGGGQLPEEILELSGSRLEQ
#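 times = overnight plating, then 30 min 37 °C plus 30 min room-temperature dye loading | assay system = stable human MrgX1 HEK293 cell line | input = fifteen thousand cells per well | signal = kinetic calcium dye fluorescence, Fluo-4 NW | dosing = compound delivered in addition one of three | read-out = B-scored fluorescence response ratio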
# MrgX1 allo act – allosterically activates human MrgX1 receptor signaling; MrgX1-HEK293, Fluo-4 calcium flux, FDSS; hits give high values; B-score at 10 µM; actives 0.63% (n = 310,000); AID 588675;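 active means plate-corrected calcium response at least 3 library SD above typical, normal starting fluorescence, not activating the receptor alone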;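 further: compound read alongside a low EC10 to EC30 dose of BAM8-22 agonist; peak minus trough fluorescence over baseline measured at the second addition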
# TRPC4 PAM – TRPC4 (mouse) allosteric potentiation. B-score at 10 µM. HEK293 TRPC4beta/mu-opioid, DAMGO EC20, Fluo-4 Ca2+ flux; hits give high values. Q9QUQ5. actives 0.42% (n = 310,000);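 active means B-score of calcium response area above 5 SD of library B-scores, with initial fluorescence ratio within 5 SD of library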;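 further: B-score of integrated fluorescence ratio over time as area under calcium response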
# TRPC4 inh – TRPC4 (mouse) channel inhibition; Q9QUQ5; HEK293 TRPC4beta/mu-opioid, DAMGO-evoked Fluo4 calcium flux; hits give low values; actives 0.39% (n = 300,000); B-score at 10 µM;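 active means B-score over 3 SD under the library average, no early fluorescence shift, positive overall ratio signal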
#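 Signal: kinetic Fluo4 fluorescence imaging of calcium influx. Material: stable TRPC4beta/mu-opioid receptor HEK293 cells. Probe or stimulus: DAMGO in two steps, submaximal then maximal.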
# AI-2 QS mod – Vibrio harveyi AI-2 quorum sensing modulation; Vibrio harveyi JMH597 AI-2 luminescence/OD600 ratio, 9 h; hits give low values; strain lacks LuxN and CqsS sensors; 0 = neutral-control median; activity change, % at 7.5 µM; actives 0.4% (n = 300,000); in the data active means activity change below about -75%, passing the limit was not always enough; inconclusive means no clear call, values can overlap the other calls;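 further: luminescence divided by OD600 gain over 9 h not by final OD600 alone; inactives centre near 13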
# MrgX1 antagonist – human MrgX1 receptor antagonism, primary screen. AID 588676. actives 1.3% (n = 310,000). Q96LB2. B-score at 10 µM. MRGX1-HEK293 calcium flux, Fluo-4, BAM8-22 antagonism; hits give low values;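 active means calcium-response B-score plate-corrected more than 3 library SD below zero, starting fluorescence within 5 deviations, no agonist response on first addition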;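 further: peak minus trough fluorescence over baseline after final BAM8-22 challenge near maximal dose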
# HIF activator – HIF pathway transcriptional activation | U2OS HRE-luciferase reporter, luminescence; normalized: DMSO 0%, desferrioxamine 100% | activation, % at 7.5 µM (by protocol) | actives 0.32% (n = 300,000) | AID 1910;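 active means mean activation of at least 10% of the iron chelator positive control signal, with at least half of replicates also reaching 10%; inconclusive means mean and replicate majority disagree about reaching 10%; inactive means mean and most replicates under 10%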
# PolyA inhibitor – yeast polyadenylation inhibition; S. cerevisiae SKY197-pL101 polyadenylation reporter, beta-gal luminescence; efflux-impaired pdr1/pdr3 knockout yeast; score 100 = 6 SD above DMSO; calls only at 12 µM; actives 0.02% (n = 300,000);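 active means lowest replicate activity score at least 50, where 100 means six control SD above control mean; inconclusive means lowest score under 50 but half or more replicates reach 50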;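 further: yeast exposed to compound for 9 h at 30 °C; higher score means more reporter readthrough which indicates perturbed polyadenylation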
# TRPC6 inhibitor – mouse TRPC6 channel inhibition. Q61143. HEK293-TRPC6, membrane potential dye, ACh-evoked depolarization; hits give low values. B-score at 10 µM. actives 1.1% (n = 310,000). AID 2553;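 active means B-score under library mean minus 3 SD, initial fluorescence not abnormally high, positive integrated signal ratio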;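 further: B-score derived from integrated fluorescence ratio over the kinetic read; more negative B-score means stronger inhibition of depolarization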
# * marks the source's active call; other numbers are inactive results; i = inactive; ? = inconclusive; . = no result given. Not all compounds are listed; the hit share may differ from the screen's.
SMILES,TRPC6 activator,TRPC4 agonist,MrgX1 ag,MrgX1 allo act,TRPC4 PAM,TRPC4 inh,AI-2 QS mod,MrgX1 antagonist,HIF activator,PolyA inhibitor,TRPC6 inhibitor
CSc1ccc(/C=N/NC(=O)c2ccccc2Cl)cc1,i,i,i,i,i,i,-63,i,5.9,i,i
COc1ccc(/C=N/OCC(=O)N2CC3(C)CC2CC(C)(C)C3)cc1 (stereo not given),i,i,i,i,i,i,25,i,.,i,i
COc1ccccc1OCc1nc(C#N)c(N2CCCC2)o1,i,i,i,i,i,i,1,i,0.5,i,i
CN(C)CCCN(C(=O)COc1ccccc1)c1nc2ccc(Cl)cc2s1,i,i,i,i,i,i,-11,i,0.3,i,i
CCC(=O)Nc1ccc(C(=O)NNC(=O)c2ccc(C)cc2)cc1,i,i,i,i,i,i,13,i,-1.6,i,i
CCCN(CCC)C(=O)c1cn(CC)c2ccc(S(=O)(=O)N3CCCCC3)cc2c1=O,i,i,i,i,i,i,3,i,0.0,i,i
COc1ccccc1NC(=O)c1ccc2nc(-c3ccccc3)c(-c3ccccc3)nc2c1,i,i,i,i,i,i,23,i,-0.1,i,i
O=C(Nc1cc(Cl)ccc1-n1cncn1)c1ccc([N+](=O)[O-])o1,i,i,i,i,i,i,-28,i,1.2,i,i
CCCN(Cc1ccc(N(C)C)cc1)CC1CC1,i,i,i,i,i,i,13,i,-0.1,i,i
O=C(COC(=O)C1(c2ccccc2F)CCCC1)Nc1ncc(C(F)(F)F)cc1Cl,i,i,i,i,i,i,36,i,-0.3,i,i
CC(=O)c1cccc(NC(=O)C2CCCN2S(=O)(=O)c2cccc3nsnc23)c1 (stereo not given),i,i,i,i,i,i,10,i,-0.6,i,i
O=C(Nc1ccc(Cl)cc1)c1cc(S(=O)(=O)Nc2ccccn2)ccc1Cl,i,i,i,i,i,i,6,i,-0.3,i,i
CCc1ccc(C(=O)NNC(=O)CC2OC(=O)c3ccccc32)cc1 (stereo not given),i,i,i,i,i,i,-2,i,0.4,i,i
CCOC(=O)CC(C)(C)/C(C)=N/Nc1ccc([N+](=O)[O-])cc1[N+](=O)[O-],i,i,i,i,i,i,34,i,-0.3,i,i
COc1nonc1NC(=O)CSc1nc2ccccc2[nH]1,i,i,i,i,i,i,20,i,-0.5,i,i
Cc1ccc(S(=O)(=O)N2c3ccccc3NC(=O)CC2C)cc1 (stereo not given),i,i,i,i,i,i,3,i,-0.2,i,i
COc1ccc(OCCSc2ncn[nH]2)cc1,i,i,i,i,i,i,5,i,-0.6,i,i
CN(C)S(=O)(=O)c1ccc(N2CCCC2)c(C(=O)NNC(=O)COc2ccccc2F)c1,i,i,i,i,i,i,10,i,0.0,.,i
O=C(c1ccc(F)cc1)N1CCN(c2ccc(N3CCOCC3)nn2)CC1,i,i,i,i,i,i,-2,i,-0.3,i,i
O=[N+]([O-])c1ccc(S(=O)(=O)NCCc2ccncc2)cc1,i,i,i,i,i,i,13,i,-0.1,i,i
CSc1ccccc1C(=O)Nc1nccs1,i,i,i,i,i,i,6,i,-0.6,i,i
CCCCC(=O)Nc1cccn2ncnc12,i,i,i,i,i,i,13,i,0.5,i,i
O=C(C1=C[C@@H](c2ccccc2)C[C@@H](OCc2ccc(CO)cc2)O1)N1CCOCC1,i,i,i,i,i,i,2,i,2.0,i,i
COC(=O)c1ccc(C(=O)NC2CCCc3c2cnn3-c2ccccc2F)nc1 (stereo not given),i,i,i,i,i,i,-3,i,2.2,i,i

# Record cards (already shown). Screens in order: TRPC6 activator	TRPC4 agonist	MrgX1 ag	MrgX1 allo act	TRPC4 PAM	TRPC4 inh	AI-2 QS mod	MrgX1 antagonist	HIF activator	PolyA inhibitor	TRPC6 inhibitor
# COc1nonc1NC(=O)CSc1nc2ccccc2[nH]1 is listed with i	i	i	i	i	i	20	i	-0.5	i	i
# CSc1ccc(/C=N/NC(=O)c2ccccc2Cl)cc1 is listed with i	i	i	i	i	i	-63	i	5.9	i	i

# (cont.)
SMILES,TRPC6 activator,TRPC4 agonist,MrgX1 ag,MrgX1 allo act,TRPC4 PAM,TRPC4 inh,AI-2 QS mod,MrgX1 antagonist,HIF activator,PolyA inhibitor,TRPC6 inhibitor
O=C(OCCN1C(=O)c2ccccc2C1=O)C1CCN(S(=O)(=O)c2cccs2)CC1,i,i,i,i,i,i,38,i,0.3,i,i
CS(=O)(=O)N1CCN(c2ccccc2NC(=O)c2cc(Br)ccc2Cl)CC1,i,i,i,i,i,i,19,i,0.4,i,i
O=S(=O)(CCc1nc2ccccc2o1)c1ccc(Cl)c(Cl)c1,i,i,i,i,i,i,12,i,-0.1,i,i
COc1ccc(CCNC(=O)COC(=O)CCC(=O)c2ccc(F)cc2)cc1,i,i,i,i,i,i,22,i,0.0,i,i
O=C(CCCN1C(=O)c2ccccc2C1=O)Nc1ccc(S(=O)(=O)N2CCOCC2)cc1,i,i,i,i,i,i,24,i,-0.4,i,i
COc1ccc2oc(C(=O)NC3(C)CCS(=O)(=O)C3)c(C)c2c1 (stereo not given),i,i,i,i,i,i,-3,i,0.2,i,i
CN(Cc1ccccc1)Cc1nc2c(c(=O)n(C)c(=O)n2C)n1CCCc1ccccc1,i,i,i,8.1*,37*,i,3,i,0.1,i,i
Cc1cc(C(=O)CSc2nc3ccccc3[nH]2)c(C)n1CC1CCCO1 (stereo not given),i,i,i,i,i,i,25,-8.1*,-0.2,i,i
O=C(Nc1nc2nccc(-c3ccccc3)n2n1)c1ccccc1,i,i,i,i,i,i,16,i,2.3,i,i
CNC(=S)N1N=C2c3ccccc3CCC2C1c1ccccc1Cl (stereo not given),i,i,i,i,i,i,6,i,0.4,i,i
O=C(CO/N=C/c1ccc(OC(F)F)cc1)NCc1ccc(F)cc1,i,i,i,i,i,i,19,i,0.3,i,i
COc1ccc(Cl)cc1C(=O)N1CCN(c2ccccn2)CC1,i,i,i,i,i,i,28,i,0.1,i,i
O=C(CSc1n[nH]c(=O)n1Cc1ccco1)Nc1ccccc1,i,i,i,i,i,i,35,i,-0.1,i,i
C=CCn1c(NCc2cc(C)ccc2O)nc2ccccc21,i,i,i,i,i,i,18,i,0.6,i,i
CC1(C)Cc2ccccc2C(N)=C1C#N,i,i,i,i,i,i,6,i,-0.2,i,i
Nc1c(-c2ccccc2)c(CSc2nc3ccccc3[nH]2)nn1-c1cccc(C(=O)O)c1,i,i,i,i,i,i,31,i,-0.1,i,i
CCN(CC)Cc1c(O)ccc2c(-c3ccccc3)cc(=O)oc12,i,i,i,i,i,i,15,i,0.7,i,i
Cc1c(C(=O)c2ccccc2)oc2ccc3ccccc3c12,i,i,i,13*,i,i,5,i,2.8,i,i
COc1ccccc1NC(=O)NN1CCCCC1,i,i,i,i,i,i,8,i,-0.1,i,i
COC(=O)[C@H](C)NC(=O)Nc1cc(OC)ccc1OC,i,i,i,i,i,i,2,i,-0.1,i,i
Clc1ccc(-c2nnc(-c3ccccc3)nc2-c2c[nH]c3ccccc23)cc1,i,i,i,i,i,i,7,i,0.2,i,i
CC(NC(=O)CCCc1c[nH]c2ccccc12)c1ccc(F)cc1 (stereo not given),i,i,i,i,i,i,0,i,1.7,i,i
O=C(COc1ccccc1Cl)Nc1cccc(S(=O)(=O)NC2=NCCCCC2)c1,i,i,i,i,i,i,8,i,0.2,.,i
COc1cccc(-n2c(SCC(=O)Nc3sc4c(c3C(N)=O)CCC4)nc3ccccc3c2=O)c1,i,i,i,i,i,i,6,i,-0.2,i,i
CCOC(=O)Cc1cc(=O)n2[nH]c(C)c(-c3ccc(OC)cc3)c2n1,i,i,i,i,i,i,27,i,-0.5,i,i
CC(=O)CSc1ncnc2nc[nH]c12,i,i,i,i,i,i,12,i,-0.6,i,i
N#Cc1c(-c2ccccc2)cc(-c2ccccc2)nc1SCC(=O)O,i,i,i,i,i,i,34,i,-3.3,i,i
Cc1nn(CC(=O)NCC2CCCO2)c(=O)c2ccccc12 (stereo not given),i,i,i,i,i,i,12,i,-0.3,i,i
Cc1ccc(C(=O)Nn2cnnc2)c(Cl)c1,i,i,i,i,i,i,0,i,0.2,i,i
c1ccc2c(OCCCN3CCCCCC3)cccc2c1,i,i,i,i,i,i,13,i,-2.6,i,i
N/C(=N\OC(=O)CCC1CCCC1)c1ccc(Cl)cc1,i,i,i,i,i,i,8,i,0.3,i,i
CCOC(=O)COc1ccc2c(=O)c(-c3ccccc3)coc2c1,i,i,i,i,i,i,26,i,-1.1,i,i
Cc1ccc(-c2nc(CS(=O)(=O)CC(=O)NC3CCCCCC3)c(C)o2)cc1,i,i,i,i,i,i,.,i,0.1,i,i
Cc1nc(S(=O)(=O)Cc2ccc(Cl)cc2)nc2c1CCC2,i,i,i,i,i,i,4,i,0.2,i,i
Cc1cc2c(=O)n(C)c(SCC(=O)Nc3ccccc3C)nc2s1,i,i,i,i,i,i,42,i,-0.2,i,i
CCOc1ccc(CNc2ccc(N3CCOCC3)c(C(=O)O)c2)cc1,i,i,i,i,i,i,32,i,0.1,i,i
Cc1ccc(C(=O)/C=C/N(C)C)cn1,i,i,i,i,i,i,13,i,0.2,i,i
OCCCNc1ncnc2c1cnn2-c1ccc(Cl)cc1,i,i,i,i,i,i,22,i,-15,i,i
Nc1ccc(C(=O)OCC(=O)NC(=O)c2ccccc2)cc1[N+](=O)[O-],i,i,i,i,i,i,-6,i,-0.5,i,i
CC1CCN(C(=O)c2ccc(NC(=O)c3ccccc3)cc2)CC1,i,i,i,i,i,i,?,i,-0.5,i,i
CCc1ccc(OCC(=O)Nc2ncn[nH]2)cc1,i,i,i,i,i,i,5,i,0.4,i,i
CCc1cccc(NC(=O)Cn2c(=O)n(CCC(=O)NCC3CCCO3)c(=O)c3cc(OC)c(OC)cc32)c1 (stereo not given),i,i,i,i,i,i,.,i,-0.7,i,i
O=C(Cc1cccs1)NC(c1ccccc1)c1ccccc1,i,i,i,i,i,i,17,i,0.2,i,i
CCOC(=O)CC(NC(=O)c1cccs1)c1ccc(C)cc1 (stereo not given),i,i,i,i,i,i,-3,i,-0.6,i,i
